# Source: PubChem
# HCMV antiviral = blocks human cytomegalovirus replication. activity change, negative = inhibition, % at 57.5 µM. 410,000 compounds, 4.5% hits. HFF cells, HCMV-luciferase reporter, 72 h; stronger effect = lower value; in the data active = activity change below about -60%; inconclusive = no clear call, values can overlap the other calls; inactive = above about -39%
#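 Cell-based, HFFs, 1000 cells/well, 16 h 37C; cpds in DMSO + HCMV-luc, MOI 1 PFU/cell; 72 h 37C; OneGlo luminescence after 5 min RT; norm. to buffer vs Salinomycin 10uM.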
# AmpC no deterg = AmpC beta-lactamase inhibition without detergent. P00811. AmpC nitrocefin hydrolysis, absorbance 480 nm, 0.0001% Triton. Potency, µM (doses to about 57.1 µM), without a hit: at the top dose activity change, negative = inhibition, actives largely listed as inhibitors. 330,000 compounds, 0.52% hits. AID 485341;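 also: potency is read from the fitted curve at half-maximal effect; plate controls were no compound for no effect and no enzyme for full effect; nearly all actives have a fitted effect of over 20% in size; some results filed as inactive show a strong effect at the top dose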
# Target sequence (P00811 whole entry, looked up): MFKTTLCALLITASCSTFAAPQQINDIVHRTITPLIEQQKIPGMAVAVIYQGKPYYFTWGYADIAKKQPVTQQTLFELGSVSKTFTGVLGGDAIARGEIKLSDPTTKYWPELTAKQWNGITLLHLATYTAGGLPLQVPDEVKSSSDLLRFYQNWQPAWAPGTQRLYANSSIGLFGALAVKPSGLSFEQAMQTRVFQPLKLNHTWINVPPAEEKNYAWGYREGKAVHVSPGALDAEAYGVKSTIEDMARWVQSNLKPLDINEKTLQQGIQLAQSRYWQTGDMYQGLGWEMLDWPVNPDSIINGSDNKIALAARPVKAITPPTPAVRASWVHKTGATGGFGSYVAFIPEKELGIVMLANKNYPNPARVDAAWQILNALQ
#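 AmpC (5.3 nM in the dispensed reagent) in 20 mM phosphate pH 7.0 with 0.01% (detergent screen) or 0.0001% Triton X-100 was preincubated with compounds for 15 min at room temperature. Nitrocefin was then added from an 800 uM solution, and hydrolysis was followed at 480 nm.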
# AmpC detergent = blocks E. coli AmpC beta-lactamase in detergent assay. P00811. AID 485294. AmpC hydrolysis of nitrocefin, absorbance 480 nm, 0.01% Triton. 370,000 compounds, 0.041% hits. Potency, µM (doses to about 114 µM), for inactives: top-dose activity change, negative = inhibition, most hits filed as inhibitors;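 also: potency is read from the fitted curve at half-maximal effect; 0% = no-compound wells and -100% = no-enzyme wells; nearly all actives have a fitted effect of over 25% in size; some results filed as inactive show a strong effect at the top dose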
#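 AmpC (5.3 nM in the dispensed reagent) in 20 mM phosphate pH 7.0 with 0.01% (detergent screen) or 0.0001% Triton X-100 was preincubated with compounds for 15 min at room temperature. Nitrocefin was then added from an 800 uM solution, and hydrolysis was followed at 480 nm.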
# Sm TGR block = blocks Schistosoma mansoni thioredoxin glutathione reductase | Potency, µM (series often up to 114 µM), inactives show at the top dose activity change, negative = inhibition, usual class: inhibitors | purified TGR, DTNB reduction, TNB absorbance 405 nm | 360,000 compounds, 3% hits | AID 485364; also: potency is read from the fitted curve at half-maximal effect; nearly all actives have a fitted effect of over 60% in size
#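 TGR 20 nM + NADPH 100 uM (dispensed conc.), cpd preinc 15 min RT; start with NADPH (500 uM addition) then DTNB (15 mM addition). Kinetic TNB absorbance, 405 nm filter. Four-parameter Hill fit across titration.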
# HCV inh = inhibitors of hepatitis C virus infection. 340,000 compounds, 3.4% hits. Huh7.5.1 HCVcc-Cre infection, luciferase reporter, 44 h. AID 651820. Potency, µM (top dose mostly 41.8 µM), for inactives: top-dose activity change, negative = inhibition, most hits filed as inhibitors; also: potency is read from the fitted curve at half-maximal effect
#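 A cell-based infection assay in which seeded cells (1,000 per well) receive test compound after 4 h, are inoculated with HCVcc-Cre at approximately 0.5 moi, and are incubated 44 h before luminescence detection.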
# FBPA Giardia inh = Giardia lamblia aldolase inhibition; purified Giardia FBPA; Potency, µM (series often up to 59.6 µM), for the others: at the highest dose activity, negative = inhibition, most hits filed as inhibitors; AID 2451; 290,000 compounds, 0.71% hits; A8B2U2; also: potency is read from the fitted curve at half-maximal effect; nearly all actives have a fitted effect of over 55% in size
# Target sequence (A8B2U2 whole entry, looked up): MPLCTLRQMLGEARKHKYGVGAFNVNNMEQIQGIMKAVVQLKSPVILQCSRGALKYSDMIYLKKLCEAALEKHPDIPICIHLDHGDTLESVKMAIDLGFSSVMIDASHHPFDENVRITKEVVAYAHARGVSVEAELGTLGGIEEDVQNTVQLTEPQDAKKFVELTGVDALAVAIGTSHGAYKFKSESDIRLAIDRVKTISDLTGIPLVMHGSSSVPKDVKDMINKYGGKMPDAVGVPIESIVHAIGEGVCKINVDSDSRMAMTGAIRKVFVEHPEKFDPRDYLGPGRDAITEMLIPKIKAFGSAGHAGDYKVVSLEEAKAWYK
#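 40 nM FBPA preincubated 10 min at RT with compound (up to 57.5 uM final), then substrate plus GAPDH/TPI/NAD/arsenate coupling and diaphorase/resazurin added. Fluorescence read after 20 min at RT, 525/598 nm.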
# * hit, by the source's call; ? = inconclusive; / = no result given; & = joins results of further samples; [ ] = another dose, or the depositor's remark. Unless noted, calls follow the shape of the dose curve; as a rule, active = well fitted curve in the direction sought with a large enough effect; inconclusive = small, poorly fitted or top-dose-only effect, or another doubt; inactive = no such curve, though single readings can be large; an effect the other way counts as inactive or inconclusive. Unless noted, % is scaled to controls: 0 for no effect and ±100 for the full control effect.
# Results follow in this order: HCMV antiviral	AmpC no deterg	AmpC detergent	Sm TGR block	HCV inh	FBPA Giardia inh
> CN(C)CCCNCCNC(=O)/C=N\O
    -4	-23%	-4%	9%	12%	-22%
> Cc1cnc(C(=O)OCC(=O)N2CCC(C)CC2)cn1
    -20	-12%	/	/	12%	/
> COc1cc(C(=O)N2CCN=C2c2ccccc2)cc(OC)c1OC
    -13	-14%	-13%	-14%	11%	-1%
> Cc1ccc(C)c(N2CCN(c3ncccc3[N+](=O)[O-])CC2)c1
    -16	-27%	-3%	-1%	11µM*	2%
> O=C(/C=C/c1ccco1)N1CCC(Cc2ccccc2)CC1
    31	1%	-2%	20µM*	15%	-3%
> Cn1c(C(=O)NCCN2CCOCC2)cc2sccc21
    38	-16%	-10%	0%	-19%	-1%
> O=C(N/N=C\c1ccc(F)cc1)c1cc(OCC(F)(F)F)ccc1OCC(F)(F)F
    -11	-10%	-2%	11%	-14%	4%
> CCOc1ccc(CSc2nc(C)cc(COC)c2C#N)cc1OCC
    22	87%[activator]	-7%	3%	?	-5%
> Nn1c(SCC(=O)NCc2ccc3c(c2)OCO3)nnc1C1CC1
    5	-5%	-13%	-24%	16%	2%
> CC1(C)CC2CC(C)(CN2C(=O)c2ccc([N+](=O)[O-])cc2)C1 (configuration not stated)
    -26	36%	3%	31%	0%	0%
> CC1CCc2nc3sc4c(c3c(N)c2C1)CCCC4 (configuration not stated)
    28	-38%	5%	5%	?	-20%
> COc1cc(SC)ccc1C(=O)NCCNC(=O)c1nonc1N
    -21	-11%	1%	10%	6%	/
> CCOc1ccc(C(=O)Nc2ccc(NC(=S)NC(=O)CC)cc2)cc1Cl
    -24	-41%	-12%	7%	?	1%
> CC1CCN(C(=O)CN(C)S(=O)(=O)c2cccc3nsnc23)CC1
    -34	1%	-15%	0%	22%	1%
> Cc1ccc2nc(-c3ccc(SCC(=O)Nc4cc(C)on4)nc3)[nH]c2c1
    -22	-20%	?	0%	16%	-13%
> Cc1ccc(C(=O)N2CCCCCC2)cc1S(=O)(=O)N1CCOCC1
    14	22%	-10%	14%	12%	3%
> CC(C)=CC/C=C1\CCC(C(=O)O)C(C(=O)O)C1 (configuration not stated)
    -32	-25%	-13%	?	-18%	8%
> CCN(CC(=O)Nc1c(F)cccc1F)C(=O)c1ccccn1
    1	-15%	-2%	0%	8%	/
> CC12CCC(=O)N1C(C(=O)NCCN1C(=O)S/C(=C\c3ccc(OC(F)F)cc3)C1=O)CS2 (configuration not stated)
    3	110%[activator]	-24%	-3%	-2%[8.37 µM]	/
> COCC(=O)N(CCN(C)C)Cc1cc2cc3c(cc2nc1Cl)OCO3
    25	-7%	2%	0%	23%	-5%
> CN(C)c1cccc2cccc(N(C)C)c12
    18	-11%	-5%	-11%	22%	?
> Cc1ccc(CN(C(=O)c2ccc([N+](=O)[O-])cc2)c2ccccn2)cc1
    -5	/	13%	-3%	/	/
> O=C(NC1(C(F)(F)F)N=C(c2ccccc2)NC1=O)c1ccc(Cl)cc1Cl (configuration not stated)
    -27	-9%	-7%	4%	/	8%
> COCC(C)n1c(C)cc(C(=O)COc2ccc(S(=O)(=O)N3CCOCC3)cc2Cl)c1C (configuration not stated)
    40	127%[activator]	?	0%	14µM*	-1%
> COc1ccc(-c2nc(SCC(=O)Nc3ccc4c(c3)OCO4)c(-c3ccc(OC)cc3)[nH]2)cc1
    -90*	/	4%	-5%	/	/
> CC(NC(=O)c1ccc(F)cc1)c1ccc(F)cc1 (configuration not stated)
    -4	-47%	-6%	-1%	31%[activator]	2%
> N#C/C(=C\c1ccccc1)c1nc2ncccc2[nH]1
    45	-34%	?	44%[activator]	0%	-6%
> COc1cc(/C=C(\NC(=O)c2ccccc2)C(=O)NCC(=O)O)c([N+](=O)[O-])cc1OC
    73	-52%	11%	5%	10%	-20%
> CCOc1ccc2nc(NC(=O)CSc3nnnn3C3CCCCC3)sc2c1
    -1	-12%	-6%	-36%	-2%&8%	-3%
> COc1ccccc1CNC(=O)c1c[nH]c2ccc(S(=O)(=O)Nc3cc(C)cc(C)c3)cc2c1=O
    1	/	-3%	-4%	/	/
> O=C(O)c1ccc2c(c1)C(=O)N(c1cc([N+](=O)[O-])ccn1)C2=O
    41	-15%	-8%	4%	20%	-8%
> O=C1COc2ccc(C(=O)/C=C/c3ccccc3)cc2N1
    -84*	-17%	-12%	-5%	0%	5%
> CC1CCCCN1Cc1ccc(N(C)C)cc1 (configuration not stated)
    28	-15%	-1%	-37%	11%	-4%
> CC(C)c1ccc(/C=C(/C#N)c2nnc(NC(=O)c3ccccc3)s2)cc1
    -14	-37%	-5%	-7%	-26%	5%
> O=C(CNS(=O)(=O)c1ccc(Br)s1)NCc1ccc(F)cc1
    15	-16%	5%	3%	9%	12%
> CC1CCN(CCCNC(=O)CCCNC(=O)Cn2cnc3sc4c(c3c2=O)CCCC4)CC1
    12	70%[activator]	3%	9%	4%	1%
> C/C(CC(=O)N1CCCC1)=N\NC(=O)c1cc2ccccc2cc1O
    ?	?	7%	?	-12%	13µM*
> Cn1c(NCCCN2CCOCC2)nc2c1c(=O)n(Cc1ccc(Cl)cc1)c(=O)n2C
    -15	140%[activator]	-4%	-4%	?	1%
> COc1ccc(S(=O)(=O)N(C)CC(=O)Nc2cccc(C(C)=O)c2)cc1
    14	-16%	?	1%	3%	10%
> CCOC(=O)[C@@H]1[C@H]2COc3ccccc3[C@@H]2N2C(=O)N(c3cccc(F)c3)C(=O)[C@@]12C
    22	13%	/	/	3%	/

# Whole records from above. Order of screens: HCMV antiviral	AmpC no deterg	AmpC detergent	Sm TGR block	HCV inh	FBPA Giardia inh
# `CCN(CC(=O)Nc1c(F)cccc1F)C(=O)c1ccccn1` in the list: 1	-15%	-2%	0%	8%	/
# `COCC(=O)N(CCN(C)C)Cc1cc2cc3c(cc2nc1Cl)OCO3` in the list: 25	-7%	2%	0%	23%	-5%
# `CN(C)c1cccc2cccc(N(C)C)c12` in the list: 18	-11%	-5%	-11%	22%	?
# `O=C(O)c1ccc2c(c1)C(=O)N(c1cc([N+](=O)[O-])ccn1)C2=O` in the list: 41	-15%	-8%	4%	20%	-8%

# Next results follow:
# Results follow in this order: HCMV antiviral	AmpC no deterg	AmpC detergent	Sm TGR block	HCV inh	FBPA Giardia inh
> Cc1oc2cc(O)cc(O)c2c(=O)c1-c1ccc2c(c1)OCCCO2
    14	-51%	-3%	9%	?	-12%
> Cc1sc2ncn(CC(=O)NCC(=O)N3CCC4(CC3)OCCO4)c(=O)c2c1C
    46	3%	-1%	5%	10%	-8%
> CCN(CC)c1ccc(N)cc1
    /	-6%	-3%	-20%	?	/
> COc1ccc(N(CC(=O)N2CCN(Cc3ccccc3)CC2)S(=O)(=O)c2ccccc2)cc1
    ?	164%[activator]	-2%	-2%	18%	/
> Cc1ccnc(SCc2nc3ccccc3s2)n1
    56	1%	-8%	-10%	14%	0%
> NS(=O)(=O)c1cc(C(=O)N2CCc3ccccc32)c(Cl)cc1Cl
    -39	-21%	5%	13%	?	1%
> CC(=O)c1ccc(NC(=O)C2=CC(c3ccco3)=NS(=O)(=O)N2C)cc1
    19	-21%	1%	3%	2%	-4%
> CC(NC(=O)CCc1nnc(-c2ccccc2)o1)c1ccccc1 (configuration not stated)
    0	9%	1%	7%[57.1 µM]	-10%	4%
> COc1ccc(-c2nc3n(n2)C(c2ccccc2)C(C(=O)Nc2cccnc2)=C(C)N3)cc1 (configuration not stated)
    6	/	-1%	-13%	/	/
> Cc1ccc2oc(C(=O)Nc3ccc(S(=O)(=O)N(C)c4ccccc4)cc3)cc(=O)c2c1
    -13	/	5%	0%	/	/
> CCOc1ccc(NC(=O)CNC(=O)c2nn(-c3ccc(OC)cc3)c(=O)c3ccccc23)cc1
    -65*	-4%	?	-1%	-5%	-6%
> Cc1ccc(OCCC(=O)Nc2ccc(F)c(Cl)c2)cc1
    -26	-11%	0%	8%	-6%	-7%
> O=C(c1ccc([N+](=O)[O-])cc1)N(C1=NCCCCS1)c1ccccc1
    26	-16%	-7%	-5%	14%	1%
> N#Cc1cccc(NC(=O)Cn2cnc(S(=O)(=O)N3CCOCC3)c2)c1
    /	-25%	-1%	-18%	3%	/
> CCOC(=O)Cc1csc(N/C(=N/S(=O)(=O)c2cc(Br)ccc2OCC)c2ccccc2)n1
    ?	65%[activator]	-5%	-1%	4%	10%
> O=C(CCc1nnc(CCc2c[nH]c3ccccc23)o1)NC1CCC1
    30	5%	1%	-16%	-16%	2%
> Cc1cc(O)ccc1N=Cc1c(C(F)(F)F)[nH][nH]c1=O
    -33	-24%	3%	/	19%	?
> CCCCn1c(Nc2ccccc2)nc2ccccc21
    22	-14%	?	8%	-9%	5%
> COc1cc2c(cc1OC)C(C(=O)NCCN1CCOCC1)C1c3ccccc3CCN1C2=O (configuration not stated)
    21	0%	-3%	-1%	9%	-2%
> CSc1ccccc1C(=O)NCCOc1cccc(C)c1
    ?	-14%	3%	5%	-6%	-2%
> CC(C)OC(=O)c1cccnc1N1CCN(c2cccc(Cl)c2)CC1
    5	18%	-6%	/	?	-2%
> CCC(C)NCCOCCOc1ccc(Cl)cc1Br (configuration not stated)
    -23	26%	-6%	0%	35µM*	?
> CCOc1ccccc1N(CC(=O)Nc1c(C)n(C)n(-c2ccccc2)c1=O)S(=O)(=O)c1ccccc1
    -78*	51%	-3%	-1%	9%	-6%
> CCC(=O)N1CCc2cc(CNS(=O)(=O)c3ccc(Cl)s3)ccc21
    -32	/	17%	-2%	/	/
> O=C(Nc1cnc(N2CCN(c3ccccc3)CC2)c(C(=O)O)c1)c1cccs1
    17	/	10%	?	/	/
> COc1ccc(-c2c(C#Cc3ccsc3)c3cc(-c4ccc(OC)c(F)c4)ccc3n2C)cc1
    -16	-21%	-7%	-12%	-5%	/
> CC(=O)N1CC=CC1(CC(C)C)C(=O)NCc1cc(F)cc(C(F)(F)F)c1 (configuration not stated)
    12	17%	?	-3%	-7%[8.37 µM]	-5%&3%
> O=C(Nn1c(C2CCCCC2)nc2ccccc2c1=O)c1ccc([N+](=O)[O-])cc1Cl
    ?	14µM*	-10%	2%	7%	5%
> COc1ccc(CCNC(=O)COC(=O)C2COc3ccccc3O2)cc1 (configuration not stated)
    0	-20%	?	3%	10%	/
> CC(C)NC(=O)C1CCN(C(=O)c2ccc(-c3ccccc3)cc2)CC1
    40	/	-2%	6%	10%	-4%
> NNC(=O)c1ccc(CN2CCCCC2)o1
    -13	-11%	-3%	-7%	0%	-1%
> O=C(/C=C/c1ccc(Cl)c([N+](=O)[O-])c1)Nc1ccc(NC(=O)c2ccco2)cc1
    -2	-16%	?	-10%	1%	8%
> Cc1nc2ccccc2n1CC(=O)N/N=C\C=C\c1ccccc1
    ?	59%	1%	9%	-13%	0%
> O=C1CCC(=O)N1c1ccc(S(=O)(=O)N2CCCC2)cc1
    -17	-22%	0%	-11%	6%	5%
> N#Cc1nc(-c2ccc(COc3ccc(Cl)cc3)o2)oc1N1CCCCC1
    -27	/	23%	-2%	/	/
